GALK inh: inhibits human galactokinase; Potency, µM (series often up to 57.5 µM), for inactives: top-dose activity, negative = inhibition, usual class: inhibitors; AID 1347072; P51570; recombinant GALK, Kinase-Glo ATP luminescence, 1 h; 44,000 tested, under 10 active;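 note: plate controls were full GALK reaction for no effect and reaction lacking GALK for full effect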
Target sequence (P51570 whole entry, looked up): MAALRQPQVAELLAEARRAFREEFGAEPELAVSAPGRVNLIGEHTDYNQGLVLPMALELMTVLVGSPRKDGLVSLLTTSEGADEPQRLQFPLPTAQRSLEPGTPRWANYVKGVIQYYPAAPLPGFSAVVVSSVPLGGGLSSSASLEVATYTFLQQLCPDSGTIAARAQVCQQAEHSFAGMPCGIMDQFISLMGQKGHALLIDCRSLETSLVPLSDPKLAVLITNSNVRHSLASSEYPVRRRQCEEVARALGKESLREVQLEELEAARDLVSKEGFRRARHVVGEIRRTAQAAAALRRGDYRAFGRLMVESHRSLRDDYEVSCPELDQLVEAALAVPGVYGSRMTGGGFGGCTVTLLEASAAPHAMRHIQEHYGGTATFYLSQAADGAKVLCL
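Luminescent ATP-depletion readout (Kinase-Glo Plus, 10 min) after 1 h RT reaction of 5 nM GALK, 35 uM ATP, 100 uM galactose, pH 8.0 HEPES buffer. Decreased kinase activity scored as inhibition.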
p53null 32C tox: kills p53 null cells at the permissive temperature; hit rate 0.62% among 55,000; Potency, µM (titrated, usually from 46.1 µM), for inactives: at the top dose activity change, negative = cytotoxicity, hits mostly cytotoxic; H1299-neo p53 null cells, ATP luminescence, 24 h, 32C; AID 903;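 note: potency is the fitted concentration of half-maximal effect; 0% = DMSO only and -100% = full killing by 100 µM tamoxifen; nearly all actives have a fitted effect of over 55% in size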
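H1299-neo (p53-null) cells, 600/well, were pre-incubated overnight at 37C, then exposed to compounds at up to 46 uM for 24 hr at 32C. Viability was measured as ATP content by luminescence, and AC50 values came from Hill fits.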
NTMT1 inhibitor: inhibitors of human N-terminal methyltransferase NTMT1; AID 1645870; hit rate 2.5% among 59,000; Q9BV86; NTMT1 MTase-Glo SAH luminescence, purified enzyme; Potency, µM (top dose mostly 114 µM), inactives show top-dose activity change, negative = inhibition, usual class: inhibitors;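 note: potency is the fitted concentration of half-maximal effect; plate controls were DMSO vehicle for no effect and no enzyme for full effect; nearly all actives have a fitted effect of over 65% in size; many of its hits are not listed in these tables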
Target sequence (Q9BV86 whole entry, looked up): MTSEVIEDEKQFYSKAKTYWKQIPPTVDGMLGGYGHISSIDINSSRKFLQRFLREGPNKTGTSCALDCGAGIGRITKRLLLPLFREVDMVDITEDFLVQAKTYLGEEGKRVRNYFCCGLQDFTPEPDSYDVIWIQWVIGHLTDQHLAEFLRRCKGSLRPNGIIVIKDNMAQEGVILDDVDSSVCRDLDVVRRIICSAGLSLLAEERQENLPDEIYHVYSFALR
FH mod: Identification of activators of human fumarate hydratase by quantitative high-throughput screening; Potency, µM (series often up to 79.9 µM), inactives show at the highest dose activity change, negative = inhibition, usual class: inhibitors; FH coupled MDH/diaphorase resazurin fluorescence, 15 min; AID 1347055, 2019; hit rate 0.22% among 54,000; note: potency is the fitted concentration of half-maximal effect; % is set by controls: 0 for no effect and ±100 for the full control effect; the screen sought activators but most active calls are inhibition curves; nearly all actives have a fitted effect of over 45% in size
TSG101-PTAP inh: TSG101-PTAP interaction inhibition, HIV-1 budding; Q99816; Fluorescence polarization, FITC-PTAP peptide/Tsg101, 20 min; Potency, µM (series often up to 115 µM), inactives show top-dose activity change, negative = inhibition, hits mostly inhibitors; 44,000 tested, under 10 active; AID 1347069; note: potency is the fitted concentration of half-maximal effect; 0% is about no effect
Target sequence (Q99816 whole entry, looked up): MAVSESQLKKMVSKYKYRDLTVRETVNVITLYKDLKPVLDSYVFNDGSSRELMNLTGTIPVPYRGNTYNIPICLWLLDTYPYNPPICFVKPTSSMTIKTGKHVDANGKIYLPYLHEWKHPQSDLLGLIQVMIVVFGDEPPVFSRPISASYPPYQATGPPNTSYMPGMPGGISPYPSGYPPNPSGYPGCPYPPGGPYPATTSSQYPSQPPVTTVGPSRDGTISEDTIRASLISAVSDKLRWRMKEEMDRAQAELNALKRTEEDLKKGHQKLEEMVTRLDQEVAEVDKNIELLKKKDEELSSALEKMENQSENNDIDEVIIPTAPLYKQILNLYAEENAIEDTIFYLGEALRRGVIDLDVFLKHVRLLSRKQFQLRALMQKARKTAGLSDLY
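Fluorescence polarization binding of Tsg101 binding domain (10 uM final) to FITC-labeled PTAP-motif peptide (50 nM final) in HEPES pH 7.5/NaCl/Tween 20/EDTA/TCEP buffer; 20 min at r.t. Actives by curve class, <25 µM, efficacy <60% inhibition.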
p53null 39C tox: p53 null cell cytotoxicity, nonpermissive temperature | H1299 p53-null (neo) cells, 39C, ATPlite viability, 24 h | Potency, µM (titrated, usually from 46.1 µM), inactives show top-dose activity, negative = cell killing, hits mostly cytotoxic | hit rate 0.97% among 55,000 | AID 904;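 note: potency is the fitted concentration of half-maximal effect; 0% = DMSO only and -100% = full killing by 100 µM tamoxifen; nearly all actives have a fitted effect of over 50% in size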
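H1299 lung cancer cells, p53-null (H1299-neo) or expressing p53 A138V (H1299-p53A138V), were plated overnight at 37C, then exposed to compounds at up to 46 uM for 24 hr at 39C. Viability was read by ATP-based luminescence.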
B2AR arrestin ag: ADRB2 beta-arrestin recruitment. HTLA Tango cells, beta-arrestin recruitment, luciferase luminescence, 18 h. P07550. 44,000 tested, under 10 active. Potency, µM (titrated, usually from 46.1 µM), inactives show at the top dose activation, usual class: activators. AID 1347077;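 note: potency is the fitted concentration of half-maximal effect; 0% = DMSO and full agonism = EC100 isoproterenol or metaproterenol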
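First, Tango cells carrying beta2-AR and beta-arrestin fusions received compound up to 46 microM. After 18 hr at 37 degrees C, luciferase substrate was added for 15 minutes, then luminescence gave %Activity for curve fitting.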
The depositor's hits bear a star; u = inconclusive; x = no result given; [ ] = dose if it differs, or a comment. Calls come from the whole dose curve; as a rule, active = well fitted curve in the direction sought with a large enough effect; inconclusive = small, poorly fitted or top-dose-only effect, or another doubt; inactive = no such curve, though single readings can be large; an effect the other way counts as inactive or inconclusive. This is a subset; count on the stated rates, not on these rows.

Values run as follows: GALK inh, p53null 32C tox, NTMT1 inhibitor, FH mod, TSG101-PTAP inh, p53null 39C tox, B2AR arrestin ag
CCc1ccccc1NC(=O)c1nnn(-c2ccc(F)cc2)c1C
  6%, u, 5%, -9%, -1%, u, 1%
Cc1ccc(NC(=O)c2c(C)oc3ccc(O)c(CN4CCOCC4)c23)c(C)c1
  3%, 1%, x, x, 1%, -12%, 1%
COc1ccc(Nc2oc(-c3ccc(COc4cccc(C)c4)o3)nc2C#N)cc1
  0%, -15%, 5%, -9%, 1%, -8%, -5%
Cn1nc(C(=O)NCc2cccc(Cl)c2)c2c1-c1ccccc1S(=O)(=O)C2
  -11%, 7%, 2%, -17%, 2%, u, -1%
COc1cccc(C(c2sc3nc(-c4ccco4)nn3c2O)N2CCOCC2)c1 (stereo unspecified)
  0%, -3%, -3%, -4%, -9%, 4%, -3%
CCc1ccc(NC(=O)c2ccc(F)c(S(=O)(=O)NCCc3ccc(OC)c(OC)c3)c2)cc1
  -1%, 32%[activator], 11%, u, -11%, 35%[activator], u
Cc1cccc(OCC(=O)Nc2nonc2-c2ccc(Br)cc2)c1C
  -10%, -3%, 20%, 3%, 3%, 18%, -2%
Cc1ccccc1NC(=O)Cn1c(=O)n(CCCC(=O)NCc2ccc3c(c2)OCO3)c(=O)c2ccccc21
  6%, -7%, 89µM*, -2%, 1%, -12%, 1%
CCc1ccccc1N1C(=O)N(Cc2cc(=O)n3ccccc3n2)c2ccccc2S1(=O)=O
  1%, 0%, 1%, -14%, -2%, -10%, -1%
Cc1ccc(Cl)cc1-n1ncc2c(Nc3ccc4c(c3)OCCO4)ncnc21
  -2%, -22%, u, u, -6%, 12%, -1%
Cc1ccc(NC(=O)Cn2nnc3sc4c(c3c2=O)CCC(C)C4)cc1 (stereo unspecified)
  1%, 1%, 10%, 1%, -3%, 29%, 2%
CCc1nc2nc(C)c(NS(=O)(=O)c3ccc(C)cc3)c(=O)n2[nH]1
  0%, -1%, 7%, 0%, 0%, -8%, 1%
CN1c2cc(Cl)ccc2-c2nc(SCC(=O)Nc3ccc(F)cc3F)ncc2S1(=O)=O
  1%, -8%, 6%, -1%, 4%, u, 0%
COc1cc(NC(=O)Nc2c[nH]c(=O)[nH]c2=O)cc(OC)c1OC
  -1%, -14%, 14%, -5%, -1%, -8%, 0%
Cc1nc(N2CCOCC2)c2c(C(=O)N3CCN(c4cccc(C(F)(F)F)c4)CC3)c(C)oc2n1
  2%, 10%, 11%, -8%, -4%, -22%, 1%
Cc1ccccc1C(=O)N1CCC(c2nc(-c3ccc(S(=O)(=O)N4CCCC4)cc3)no2)CC1
  -1%, 4%, 5%, -2%, -1%, -20%, -2%
CCCNC(=O)Nc1cc(C(=O)NCc2cccc(OCC)c2)ccc1N1CCCC1
  -2%, -10%, 0%, -3%, -7%, -8%, 1%
CCOc1ccc(N(CC)C(=O)C2CCN(S(=O)(=O)c3cccc4nonc34)CC2)cc1
  -5%, -4%, 5%, -9%, 0%, 4%, 1%
Cc1nc(N2CCCC2)ncc1C(=O)Nc1ccc(F)cc1F
  0%, -4%, 9%, 3%, -1%, -7%, 0%
Cc1ccc(NC(=O)CSc2nnc(-c3cc4occc4n3C)n2-c2ccccc2C)c(Cl)c1
  0%, 1%, -6%, u, 0%, 0%, 0%

As entered above.
Cc1nc(N2CCOCC2)c2c(C(=O)N3CCN(c4cccc(C(F)(F)F)c4)CC3)c(C)oc2n1 in FH mod reads -8%
CCc1nc2nc(C)c(NS(=O)(=O)c3ccc(C)cc3)c(=O)n2[nH]1 in NTMT1 inhibitor reads 7%

(more compounds)
Values run as follows: GALK inh, p53null 32C tox, NTMT1 inhibitor, FH mod, TSG101-PTAP inh, p53null 39C tox, B2AR arrestin ag
CN(C)c1ccc(NC(=O)Cn2cc(S(=O)(=O)Cc3ccccc3Cl)c3ccccc32)cc1
  4%, 1%, -17%, -13%, 4%, -24%, 2%
Cc1oc2ncnc(N3CCCCC3)c2c1C(=O)N1CCN(c2cccc(Cl)c2)CC1
  5%, -3%, -7%, -26%, -1%, -2%, -1%
CCOc1ccc(NC(=O)CCS(=O)(=O)c2ccc(Br)s2)cc1
  1%, 0%, -4%, 0%, 1%, -10%, -2%
O=C(Cn1c(=O)ccc2cc(S(=O)(=O)N3CCCC3)ccc21)Nc1ccccc1
  1%, -2%, 4%, 6%, 3%, -6%, 1%
COc1cc(/C=C/c2nc(C#N)c(N3CCN(C)CC3)o2)cc(OC)c1OC
  0%, 19%, u, -3%, 1%, -15%, -2%
COCCNC(=O)CCCn1c(SCC(=O)Nc2ccc(F)cc2)nc2c(sc3ccccc32)c1=O
  -2%, 0%, -2%, -1%, -3%, -14%, 1%
Cc1cc(NC(=O)C(C)(C)C)cc(-c2nc3ncccc3o2)c1O
  -1%, x, 9%, 0%, -1%, x, 1%
CC(C)CNC(=O)C1=CC(c2ccc3c(c2)OCO3)=NS(=O)(=O)N1C
  2%, -1%, 1%, -8%, -9%, -1%, -1%
O=C(CSc1nc2nccnc2c(=O)n1CCc1c[nH]c2ccccc12)Nc1ccccc1F
  3%, 34%[activator], -29%, -19%, 1%, 28%, 0%
Cn1c(SCc2ccc(C(F)(F)F)cc2)nc2c([nH]c3ccccc32)c1=O
  -2%, -1%, 3%, 1%, 1%, 21%, 1%
COc1ccc(-c2cn3c(n2)sc2cc(C(=O)Nc4cc(OC)cc(OC)c4)ccc23)cc1
  0%, 4%, -8%, -5%, 0%, -8%, 0%
COC(=O)Cc1c(C)c2ccc3c(c2oc1=O)CN(Cc1ccccc1OC)CO3
  -4%, -4%, 5%, -10%, -5%, 27%, 0%
CC(NC(=O)c1ccc2c(c1)N(Cc1ccc(Cl)cc1)C(=O)CS2)c1ccccc1 (stereo unspecified)
  -6%, u, -1%, -3%, 0%, -19%, 1%
COc1cccc(N2CCN(C(=O)CN3C(=O)COc4ccc(S(=O)(=O)N5CCC(C)CC5)cc43)CC2)c1
  -2%, 2%, -16%, -18%, 1%, -5%, -2%
Cc1ccc(NC(=O)c2oc3ccccc3c2NC(=O)Cc2ccccc2)cc1
  9%, 2%, 13%, -7%, -7%, 12%, 1%
CC(=O)C1=C(c2ccc(C)c(C)c2)N(C(C)=O)n2c(nnc2-c2ccc(Cl)cc2)S1
  -5%, 7%, 6%, 1%, 1%, 7%, -3%
Cc1cc2oc3c(c(=O)c2cc1C)C(c1ccc(C(C)C)cc1)N(c1nc(C)c(C)s1)C3=O (stereo unspecified)
  4%, -3%, 2%, 3%, -1%, -2%, 1%
Cc1ccc(S(=O)(=O)c2nc(-c3ccco3)oc2SCC(=O)Nc2ccc(F)cc2)cc1
  0%, 5%, -7%, -13%, 3%, -19%, 1%
Fc1cccc(-n2ncc3c2ncn2nc(Cc4ccccc4)nc32)c1
  0%, -1%, 15%, 3%, 1%, -3%, -2%
O=C(O)c1ccc(CNCc2ccc(Cl)cc2)s1
  -1%, 9%, 4%, -1%, 3%, 3%, -3%
COc1ccc(Nc2nc(N)c3cc(OC)c(OC)cc3n2)cc1
  3%, u, u, -17%, -2%, u, -2%
Cc1csc2nc(COC(=O)c3ccc(F)cc3)cc(=O)n12
  2%, -15%, -7%, -38%, 1%, -9%, -1%
COc1ccc(CCNC(=O)CCCn2c(=O)c3ccccc3n(Cc3ccccc3C#N)c2=O)cc1OC
  -7%, 5%, u, 3%, 0%, -7%, -2%
CCCCS(=O)(=O)c1nc(-c2ccc(Br)cc2)cc(-c2ccccc2)c1C#N
  2%, 20%, 14%, -8%, 7%, 28%, 0%
Cc1cccc(NC(=O)c2ccc(CNS(=O)(=O)c3ccc4c(c3)C(C)(C)C(=O)N4C)cc2)c1
  -1%, 5%, 9%, -20%, 0%, -19%, 0%
COc1cccc(N2CC(NC(=O)/C=C\c3ccc4c(c3)OCO4)CC2=O)c1 (stereo unspecified)
  0%, 14%, -14%, -8%, -1%, 30%, -3%
COC(=O)c1ccccc1NC(=O)CSc1c2c(nc3ccc(Cl)cc13)CCCC2
  1%, 22%, -17%, -22%, -1%, -7%, 0%
CC(=O)N1CCc2cc(S(=O)(=O)NC(Cc3ccccc3)C(=O)Nc3ccc(C)cc3C)ccc21 (stereo unspecified)
  1%, -1%, -21%, -3%, -4%, -2%, 1%
Cc1ccc(CNC(=O)CCCN2C(=O)CCn3nc(-c4cccn4C)cc32)cc1
  1%, -2%, -16%, 4%, -3%, 2%, 0%
Cc1ccc(-n2nc(CO)c(C(=O)NCCCc3ccccc3)n2)cc1C
  -6%, 5%, 4%, -24%, 0%, -6%, 0%
COc1ccc(-c2noc(-c3ccc(C)cc3Cl)n2)cc1OC
  1%, 1%, -19%, -13%, 2%, -9%, -1%
CCCn1c(=O)sc2cc(NC(=O)c3ccccc3Cl)ccc21
  4%, -4%, 4%, -18%, -4%, -13%, -2%
COc1ccc(-c2nc3scc(CCNS(=O)(=O)c4ccc(Oc5ccccc5)cc4)n3n2)cc1OC
  0%, 8%, 16%, u, 1%, 24%, -3%
COc1ccc(NC(=O)c2cc(C3CC3)nc3c2c(C)nn3-c2ccccc2)cc1OC
  0%, -9%, -9%, 4%, 8%, -20%, 0%
COc1cc(OC)c(NC(=O)N2CCc3c([nH]c4ccccc34)C2c2ccccc2F)cc1Cl (stereo unspecified)
  0%, 2%, 9%, 3%, 1%, 2%, -2%
CCc1ccc(C2C(C(=O)Nc3ccccc3OC)=C(C)Nc3nc(SCc4ccccc4)nn32)cc1 (stereo unspecified)
  7%, -8%, -1%, -2%, 0%, -19%, 0%
CC(=O)c1ccc(NC(=O)C2CCC(CNS(=O)(=O)c3ccc4c(c3)CCCC(=O)N4)CC2)cc1 (stereo unspecified)
  1%, 1%, 22%, 25%, 1%, 5%, 0%
CCc1ccc2oc(C(=O)NCC(c3ccc(Cl)cc3)N3CCOCC3)c(C)c2c1 (stereo unspecified)
  4%, 8%, 8%, u, 0%, 8%, -3%
Cc1cccc(N2CCN(C(=O)c3ccc(Nc4nc5ccccc5n5nnnc45)cc3)CC2)c1C
  -6%, -5%, -22%, -4%, -8%, 18%, -2%
O=C(c1ccccc1Cl)N(Cc1ccco1)Cc1ccco1
  5%, -9%, 2%, -10%, -7%, -18%, -2%
O=C(Cc1ccc(F)cc1)NC1CC(=O)N(c2ccc3c(c2)OCCO3)C1 (stereo unspecified)
  -2%, 0%, 3%, -2%, 1%, 6%, -3%
CC1CCCCN1S(=O)(=O)c1ccc(C(=O)Nc2sc3c(c2C(N)=O)CC(C)(C)NC3(C)C)cc1 (stereo unspecified)
  0%, 5%, 6%, -12%, 1%, 3%, 0%
CC1=C(C(=O)OC2CCCCCC2)C(c2ccc(Cl)cc2)CC(=O)N1 (stereo unspecified)
  2%, 3%, 12%, -2%, 0%, -14%, 1%
